RXFP1 ag – qHTS Assay for Agonists of the Relaxin Receptor RXFP1; HEK293T-RXFP1 cAMP TR-FRET, 30 min; response scale: percent of porcine relaxin response, buffer zero; Potency, µM (titrated, usually from 57.5 µM), without a hit: at the top dose activation, hits mostly activators; Relaxin receptor 1 (Homo sapiens), Q9HBX9; 0.3% of 370,000 active; note: potency is the fitted concentration of half-maximal effect; % is set by controls: 0 for no effect and ±100 for the full control effect; nearly all actives have a fitted effect of over 60% in size; many of its hits are not listed in these tables
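cAMP rise read by TR-FRET after 30 min, 37C compound exposure (up to 58 uM) in RXFP1-transfected HEK293 cells with Ro 20174 present. EC50 from Hill-equation fits, with 29 nM porcine relaxin as 100% and buffer as basal.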
Vif-APOBEC3F blk – qHTS for Inhibitors of Vif-A3F Interactions: qHTS | Potency, µM (series often up to 46.1 µM), inactives show top-dose activity, negative = active | AID 602313, 2012 | HeLa A3F-eYFP + Vif (tagged APOBEC3F with the HIV-1 protein that degrades it), YFP fluorescence increase | 0.2% of 390,000 active; note: potency is the fitted concentration of half-maximal effect; % of control where 0% means no effect; nearly all actives have a fitted effect of over 65% in size
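Fluorescence increase (Ex 488/Em 500-530) after overnight compound treatment at 37 deg C flags inhibition of Vif-driven A3F-eYFP loss in stable HeLa A3F-eYFP/Vif cells seeded overnight beforehand.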
D1 antagonist – Antagonist of Human D 1 Dopamine Receptor: qHTS; D(1A) dopamine receptor (Homo sapiens), P21728; HEK293 TREx D1 cells, calcium flux, dopamine EC80; stronger effect = lower value; activity change, negative = inhibition, % at 10 µM; 3.2% of 360,000 active; AID 504652, 2011; in the data active = activity change below about -30%; note: % is set by controls: 0 for no effect and ±100 for the full control effect
Target sequence (P21728 whole entry, looked up): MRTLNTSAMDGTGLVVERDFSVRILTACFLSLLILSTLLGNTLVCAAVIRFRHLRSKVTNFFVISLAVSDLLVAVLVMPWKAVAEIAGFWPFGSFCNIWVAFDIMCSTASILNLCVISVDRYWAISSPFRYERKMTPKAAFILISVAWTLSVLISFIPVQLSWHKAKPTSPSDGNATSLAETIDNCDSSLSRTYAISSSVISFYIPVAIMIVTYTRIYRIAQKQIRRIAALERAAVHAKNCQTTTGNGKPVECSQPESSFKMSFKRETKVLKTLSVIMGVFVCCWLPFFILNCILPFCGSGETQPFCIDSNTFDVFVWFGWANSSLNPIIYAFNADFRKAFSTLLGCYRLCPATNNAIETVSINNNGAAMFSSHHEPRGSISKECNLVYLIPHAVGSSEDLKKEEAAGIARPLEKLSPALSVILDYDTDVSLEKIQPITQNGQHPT
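Kinetic fluorescence of a calcium dye serves as the read-out. D1-expressing Hek293 Trex cells, induced overnight at 30 C, are exposed to compound for 180 s before an EC80 dopamine addition, then read 180 s further.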
RXFP1 antagonist – qHTS Assay for Antagonists of the Relaxin Receptor RXFP1 | HEK293-RXFP1, relaxin-stimulated cAMP HTRF, 30 min; stronger effect = lower value | activity change, negative = inhibition, % at 57.5 µM | 0.59% of 350,000 active;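 active = activity change of -60% or lower, but not beyond a set lower limit; inconclusive = change between -60% and -40%, or beyond the set limit; inactive = change above -40%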; note: % is set by controls: 0 for no effect and ±100 for the full control effect
Vif-APOBEC3G blk – qHTS for Inhibitors of Vif-A3G Interactions: qHTS. AID 602310, 2012. 0.076% of 410,000 active. HeLa A3G-eYFP + Vif (tagged APOBEC3G with the HIV-1 protein that degrades it), YFP fluorescence, overnight. Potency, µM (highest dose often 46.1 µM), inactives show top-dose activity, negative = active, usual class: inhibitors;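 note: potency is the fitted concentration of half-maximal effect; % is set by controls: 0 for no effect and ±100 for the full control effect; nearly all actives have a fitted effect of over 60% in size; hits raise eYFP signal because A3G escapes Vif-driven loss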
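Read-out is eYFP fluorescence (Ex 488/Em 500-530) from Vif-expressing HeLa A3G-eYFP cells; more signal means A3G escaped Vif-mediated degradation. Cells plated overnight, compound pinned in, incubated overnight at 37 deg C.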
D2 PAM – HTS Assay for Positive Allosteric Modulators of the Human D2 Dopamine Receptor: Primary Screen for Potentiators | D(2) dopamine receptor (Homo sapiens), P14416 | HEK293 T-REx D2, calcium flux, EC20 dopamine potentiation | potentiation, % at 10 µM | 0.34% of 340,000 active | AID 485347, 2010;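 active = potentiation over 3 SD above the plate norm, cut at about 30% in these data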; note: 0% is about no effect
Target sequence (P14416 whole entry, looked up): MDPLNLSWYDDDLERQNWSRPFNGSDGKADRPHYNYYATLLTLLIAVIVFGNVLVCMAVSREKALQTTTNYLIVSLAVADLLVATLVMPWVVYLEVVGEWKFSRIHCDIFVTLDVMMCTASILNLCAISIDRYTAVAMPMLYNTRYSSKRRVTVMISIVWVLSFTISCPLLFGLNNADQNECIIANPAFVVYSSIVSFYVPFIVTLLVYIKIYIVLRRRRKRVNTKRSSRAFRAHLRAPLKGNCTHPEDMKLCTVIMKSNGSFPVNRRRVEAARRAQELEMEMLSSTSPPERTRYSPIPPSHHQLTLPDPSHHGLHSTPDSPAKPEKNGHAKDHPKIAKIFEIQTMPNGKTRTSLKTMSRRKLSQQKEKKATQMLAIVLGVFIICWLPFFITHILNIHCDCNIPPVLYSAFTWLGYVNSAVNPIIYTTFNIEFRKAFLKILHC
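Using a no-wash calcium dye in inducible, force-coupled HEK293 Trex cells expressing D2, we tracked fluorescence each second for 180 s after compound, then for 180 s after EC20 dopamine to detect augmented signalling.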
D1 PAM – Potentiators of Human D1 Dopamine Receptor: qHTS | HEK293 TREx D1 cells, calcium flux, dopamine EC20 potentiation | potentiation, % at 10 µM | 0.036% of 360,000 active | AID 504651, 2011; in the data active = potentiation above about 30%; note: 0% is about no effect
GRP78 ERSR act – qHTS for Inducers of the Endoplasmic Reticulum Stress Response (ERSR) in Human Glioma: qHTS; U87-MG GRP78 promoter luciferase reporter, 16 h; Potency, µM, for the others: at the top dose activation, most hits filed as activators; 0.02% of 420,000 active; AID 602332, 2012; note: potency is the fitted concentration of half-maximal effect; series mostly up to about 76 µM; % of control where 0% means no effect; nearly all actives have a fitted effect of over 35% in size
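Stably transfected U87-MG glioma cells carrying a GRP78-based luciferase sensor; 16 h compound incubation. Luminescence end-point read 10 min after Bright-Glo addition at room temperature.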
D1 agonist – Allosteric Agonists of the Human D1 Dopamine Receptor: qHTS; AID 504660, 2011; D(1A) dopamine receptor (Homo sapiens), P21728; activation, % at 2 µM; 1% of 360,000 active; HEK293 T-REx D1 cells, calcium flux, agonist mode; in the data active = activation above about 30%; note: 0% is about no effect
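Agonism was scored from calcium flux recorded over 180 s (1 read/s) after pintool compound addition, following a 10-cycle baseline. Cells were inducible force-coupled HEK293 TREx D1, plated overnight at 30 C and loaded with no-wash calcium dye.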
* marks the source's active call; other numbers are inactive results; ? = inconclusive; . = not tested or not shown. Unless noted, calls come from the whole dose curve; as a rule, active = well fitted curve in the direction sought with a large enough effect; inconclusive = small, poorly fitted or top-dose-only effect, or another doubt; inactive = no such curve, though single readings can be large; an effect the other way counts as inactive or inconclusive.

SMILES	RXFP1 ag	Vif-APOBEC3F blk	D1 antagonist	RXFP1 antagonist	Vif-APOBEC3G blk	D2 PAM	D1 PAM	GRP78 ERSR act	D1 agonist
COc1ccc(NC(=O)C2CCN(c3nc4ccccc4[nH]3)CC2)cc1OC	-2.4%	-2%	-4	-10	0%	-10	0	-4%	1
O=C(NCC1CCCO1)c1ccc(COc2ccc(Cl)cc2)cc1 (configuration not stated)	-0.9%	2%	-25	10	1%	-19	-2	4%	7
CC(=O)Oc1ccccc1N(C(C)=O)S(=O)(=O)c1ccc2ccccc2c1	-1.1%	1%	1	-18	0%	0	1	-8%	1
COc1cccc(C(=O)N/N=c2\oc3c(OC)cccc3cc2C(=O)NCc2ccccc2)c1	-0.3%	2%	23	-13	0%	12	18	0%	2
Cc1ccc(C(=O)Nc2ccc(S(=O)(=O)N(Cc3ccccc3)c3ccccc3)cc2)cc1	-2.3%	3%	0	-6	1%	.	0	-1%	6
O=C1CSC(=S)N1/N=C/c1ccc(O)c([N+](=O)[O-])c1	2.2%	3%	-20	-7	-7%	11	-7	2%	8
COc1cccc(CNC(=O)Cn2c(=O)n3nc(-c4cccc(F)c4)nc3c3ccccc32)c1	5.1%	-4%	.	2	1%	-3	-1	-3%	-2
Cc1cccc(Nc2cc(=O)[nH]c(=O)[nH]2)c1C	4.7%	2%	4	-9	-1%	5	-1	5%	3
CCOC(=O)C1C(=O)N(C(=O)c2cncc(Br)c2)CC1c1ccccc1 (configuration not stated)	-1.1%	-3%	-1	5	2%	-3	-10	-5%	0
COc1ccc2cnn(-c3ccc(C)cc3)c(=O)c2c1OC	1.3%	0%	-26	-5	2%	7	-14	-2%	3
Cc1ccc(/C=C(\C#N)c2nc(-c3cc4c(ccc5ccccc54)oc3=O)cs2)cc1	-0.2%	-11%	15	4	5%	-18	1	-1%	3
CSc1nc(C)cc(SCC(=O)N/N=C/c2ccccc2)n1	2.5%	0%	-2	2	1%	-3	11	0%	2
Fc1ccccc1CSc1nnc2ccc(-c3ccncc3)nn12	-0.3%	3%	8	10	-9%	6	-1	9%	3
O=C(c1cc2cc(Cl)ccc2oc1=O)N1CCCCCCC1	2.4%	?	0	2	2%	.	-1	-2%	-1
COc1ccc(NC(=O)CC(Cc2ccccc2)C(=O)O)cc1 (configuration not stated)	-0.2%	1%	-17	2	-2%	3	0	-2%	10
CC(=O)c1cccc(NC(=O)N2CCN(S(C)(=O)=O)CC2)c1	0.0%	2%	-5	-9	1%	1	-5	-3%	2
CCOc1ccc(OCC)c(S(=O)(=O)N2CCC(C)CC2)c1	2.3%	-8%	32	30	-5%	7	2	-5%	8
Cn1c(=O)c2sccc2n2c(CCC(=O)N3CCN(c4cccc(Cl)c4)CC3)nnc12	13%	3%	7	.	0%	.	-1	-2%	-1
CN1CCN(c2oc(COc3ccc(-c4ccccc4)cc3)nc2C#N)CC1	0.0%	-1%	-35*	-12	1%	-17	-10	-2%	21
CC(C)Sc1nc2c(c(=O)[nH]c(=O)n2C)n1CCc1ccccc1	0.5%	-1%	8	9	-1%	3	1	0%	1
CCS(=O)(=O)N1Cc2ccccc2CC1C(=O)Nc1nc2c(C)cccc2s1 (configuration not stated)	0.8%	5%	12	-14	-13%	7	-3	-1%	4
COc1ccc2cc3cc(C(=O)NCc4ccccn4)oc3nc2c1	-1.1%	2%	-2	-2	0%	6	-5	2%	3
O=P(Cc1nnco1)(c1ccccc1)c1ccccc1	2.4%	-12%	13	-17	1%	-2	2	-1%	5
COc1ccc(S(=O)(=O)N2CCN(CC(O)COc3ccc(CC#N)cc3)CC2)cc1OC (configuration not stated)	1.3%	3%	-9	7	-3%	-2	-5	-2%	-1
COc1ccccc1Nc1ncnc2c1nc1n2CCCC1	5.6%	-8%	16	-15	-7%	0	6	1%	0

Four entries drawn at random from those above:
SMILES	RXFP1 ag	Vif-APOBEC3F blk	D1 antagonist	RXFP1 antagonist	Vif-APOBEC3G blk	D2 PAM	D1 PAM	GRP78 ERSR act	D1 agonist
Cn1c(=O)c2sccc2n2c(CCC(=O)N3CCN(c4cccc(Cl)c4)CC3)nnc12	13%	3%	7	.	0%	.	-1	-2%	-1
O=P(Cc1nnco1)(c1ccccc1)c1ccccc1	2.4%	-12%	13	-17	1%	-2	2	-1%	5
COc1ccc(NC(=O)CC(Cc2ccccc2)C(=O)O)cc1 (configuration not stated)	-0.2%	1%	-17	2	-2%	3	0	-2%	10
CSc1nc(C)cc(SCC(=O)N/N=C/c2ccccc2)n1	2.5%	0%	-2	2	1%	-3	11	0%	2

Other entries
SMILES	RXFP1 ag	Vif-APOBEC3F blk	D1 antagonist	RXFP1 antagonist	Vif-APOBEC3G blk	D2 PAM	D1 PAM	GRP78 ERSR act	D1 agonist
CCOc1ccc(C(=O)COc2ccc(NC(C)=O)cc2)cc1	-0.2%	-5%	-1	?	1%	13	-5	4%	0
O=C(Nc1cccnc1)c1noc2c1CCCCC2	-0.1%	-7%	7	1	1%	1	5	-7%	3
CCc1cc(=O)oc2cc(C)cc(OCC(=O)N[C@@H](CSCc3ccccc3)C(=O)O)c12	3.1%	9%	1	.	2%	4	-3	-1%	-1
Cc1cc2cc(CNC(=O)NC3CCCCC3)ccc2[nH]1	0.3%	1%	-10	9	-3%	-2	3	0%	0
CCc1cc2c(N[C@@H](Cc3ccccc3)C(=O)O)ncnc2s1	9.1%	-9%	-1	6	0%	-7	6	-2%	1
CCOC(=O)CC1C(=O)NCCN1C(=O)c1ccc(C)cc1 (configuration not stated)	2.4%	-10%	-1	1	-5%	-2	-6	-2%	3
CCc1ccc(NC(=O)NNC(=O)c2ccc3ccccc3c2O)cc1	2.2%	0%	1	-5	-12%	2	2	0%	1
CC(C)CNC(=S)NNC(=O)c1csc2c1CCCC2	1.6%	0%	25	4	0%	-1	-4	5%	1
COc1ccccc1NC(=O)CSc1nnc(-c2ccoc2C)n1CCc1ccccc1	0.7%	6%	0	4	2%	-4	-2	-6%	0
COc1cccc(CC2CC(=O)N(CCc3ccc4c(c3)OCO4)C2=O)c1 (configuration not stated)	0.9%	-6%	-22	5	-1%	-5	-5	0%	34*
CCn1c(C)nc2cc(C(=O)NNC(=O)Nc3cccc(Cl)c3)ccc21	-1.2%	4%	-5	2	-4%	8	-2	-4%	2
COc1ccc(OC)c(S(=O)(=O)NCc2cccnc2)c1	0.7%	11%	1	-5	0%	11	0	-2%	5
COc1ccc(CCNc2ccc(S(N)(=O)=O)cn2)cc1	1.4%	-3%	-4	6	-5%	-8	-1	4%	2
Cc1cccc(C)c1-n1nnnc1-c1cnccc1C(F)(F)F	0.3%	-3%	10	-10	-3%	0	0	-3%	2
COc1ccccc1NS(=O)(=O)c1ccc(/C=C/C(=O)O)cc1	1.4%	-2%	0	20	7%	0	-7	0%	3
COc1ccc(NC(=O)C#Cc2ccccc2)cc1	1.7%	3%	-15	1	?	-10	-7	2%	1
CCOCCCNC(=O)C(NC(=O)c1ccc(=O)[nH]c1)c1ccc(Cl)cc1 (configuration not stated)	-0.4%	0%	-8	.	-15%	13	.	-5%	5
CS(=O)(=O)N(CC(=O)Nc1ccccc1)Cc1ccc(Cl)cc1	1.4%	-11%	-15	-6	2%	-6	-7	0%	1
O=C(CN1CCCc2ccccc21)NCCc1ccc(Cl)cc1	1.6%	-6%	-6	-34	-2%	5	-10	-6%	0
COc1cccc(CN2CCNC(=O)C2CC(=O)NCCc2ccccn2)c1 (configuration not stated)	0.4%	-1%	3	12	1%	-4	-2	-4%	2
Cc1ccc(C)c(C2=NNC(=NCc3ccccc3)SC2)c1	-4.7%	?	-10	-33	-8%	-7	-1	-8%	0
N=c1c2c(n(Cc3ccc(Cl)cc3)c3c1CCC3)CCC2	0.1%	0%	0	-27	1%	10	-6	-7%	1
CCCCn1c(N)c(N(CC(C)C)C(=O)CSCC(=O)Nc2ccc(OC)cc2)c(=O)[nH]c1=O	0.0%	-11%	-5	6	-5%	7	4	-1%	2
O=C(Nc1ccc2c(c1)oc1ccccc12)c1ccc(Br)o1	0.2%	1%	-8	?	-10%	-3	-9	-7%	2
Cc1ccc(-c2c(C(=O)NNC(=S)NCC3CCCO3)csc2C)cc1 (configuration not stated)	6.1%	2%	-19	-2	0%	-2	-2	0%	2
COC(=O)c1nnn(CC(=O)Nc2cccc(OC)c2)c1C(=O)OC	-0.3%	-9%	3	-3	0%	23	8	-3%	-1

An excerpt of these results, as a markdown table:
| Molecule | RXFP1 ag | Vif-APOBEC3F blk | D1 antagonist | RXFP1 antagonist | Vif-APOBEC3G blk | D2 PAM | D1 PAM | GRP78 ERSR act | D1 agonist |
| --- | --- | --- | --- | --- | --- | --- | --- | --- | --- |
| Cc1cccc(C)c1-n1nnnc1-c1cnccc1C(F)(F)F | 0.3% | -3% | 10 | -10 | -3% | 0 | 0 | -3% | 2 |
| COc1ccc(NC(=O)C#Cc2ccccc2)cc1 | 1.7% | 3% | -15 | 1 | ? | -10 | -7 | 2% | 1 |
| CS(=O)(=O)N(CC(=O)Nc1ccccc1)Cc1ccc(Cl)cc1 | 1.4% | -11% | -15 | -6 | 2% | -6 | -7 | 0% | 1 |
| CCOc1ccc(C(=O)COc2ccc(NC(C)=O)cc2)cc1 | -0.2% | -5% | -1 | ? | 1% | 13 | -5 | 4% | 0 |

An excerpt; count on the stated rates, not on these rows.
